# Screening data as filed in PubChem BioAssay.
# NCOA2 inhibitor – human SRC2 (NCOA2) inhibition | Q15596 | HEK293 GAL4-SRC2 luciferase reporter, luminescence | inhibition, % at 9 µM | hit rate 0.17% among 370,000 | AID 651957;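 active = inhibition above the mean inhibition of all tested compounds plus 3 SD, set per campaign, cut at about 52% in these data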;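 note: 0% = DMSO treated cells and 100% = cells given Gossypol at 36 µM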
# NOD2-RIPK2 inh – blocks binding of human NOD2 to RIPK2. hit rate 0.38% among 360,000. inhibition, % at 4.98 µM. O43353. CHO BLA complementation NOD2-RIPK2, CCF4 ratio; in the data active = inhibition above about 21%;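 note: 0% = vehicle only and 100% = reference blocker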
# TROY NFkB inh – TROY signaling inhibition. Q293 LMP1-TROYcd NF-kB luciferase reporter, 4 h. inhibition, % at 10 µM. hit rate 0.98% among 360,000;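 active = compounds whose plate-normalised and pattern-corrected inhibition of the luciferase reporter signal at the single screening dose is 50% or more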
# NCOA1 inh – human NCOA1 inhibition. HEK293 GAL4-SRC1 luciferase reporter, luminescence. inhibition, % at 3.6 µM. hit rate 0.12% among 360,000. AID 588354;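 active = inhibition above the campaign mean plus 3 SD, with each screening campaign given its own cutoff, cut at about 60% in these data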;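 note: 0% = DMSO treated cells and 100% = gossypol at 36 µM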
# Exocytosis inh – blocks lytic granule exocytosis | TALL-104 LAMP-1 surface exposure, flow cytometry; cells stimulated with thapsigargin and PMA | inhibition, % at 10 µM | hit rate 0.66% among 360,000 | AID 651702;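 active = inhibition above about 55%, limit read from the data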
# NR2F2 inh – inhibitors of human COUP-TFII (NR2F2) | P24468 | HEK293T NGFI-A luciferase reporter, luminescence | inhibition, % at 8.6 µM | hit rate 0.7% among 370,000 | AID 686940;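 active = inhibition above a per-plate cutoff, mean inhibition of test wells between control levels plus 3 SD, cut at about 38% in these data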;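 note: cells cotransfected with COUP-TFII expression vector driving the NGFI-A reporter; 0% = median of COUP-TF2 test wells and 100% = reporter-only cells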
# SRC3 inh – inhibitors of human steroid receptor coactivator 3 (SRC3). HEK293 GAL4-SRC3 luciferase reporter, luminescence. inhibition, % at 3.6 µM. hit rate 0.17% among 360,000. AID 588352;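 active = inhibition above a per-campaign cutoff, the mean of all compounds plus 3 SD, cut at about 60% in these data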;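 note: 0% = DMSO-treated cells and 100% = gossypol-treated cells at 36 µM; higher means less SRC3-driven luciferase light from the GAL4 reporter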
# TLR9-MyD88 block – TLR9-MyD88 interaction inhibition; hit rate 0.21% among 340,000; CHO BLA complementation TLR9-MyD88, CCF4 FRET ratio; Q9NR96+Q99836; inhibition, % at 4.98 µM;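 active = inhibition above the mean over all tested compounds plus 3 SD, cut at about 21% in these data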;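 note: 0% = DMSO only wells and 100% = clavulanate BLA inhibitor control wells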
# LRH-1 inv ag – inverse agonists of human LRH-1 (NR5A2) | O00482 | HEK293T StAR-luciferase reporter, LRH-1 transfected, 24 h | hit rate 0.13% among 360,000 | inhibition, % at 3.6 µM;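 active = inhibition above the mean inhibition of all tested compounds plus 3 SD, cut at about 73% in these data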;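 note: 0% = DMSO wells and 100% = reporter-only cells lacking LRH-1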
# TWEAK Fn14 block – blocks TWEAK-Fn14 interaction in a reporter cell assay. hit rate 2% among 360,000. TWEAK-stimulated Fn14 reporter cells, luciferase luminescence, 8 h. inhibition, % at 10 µM. AID 1159606; in the data active = inhibition above about 50%
# ABHD5 PLIN5 PPI – inhibitors of human ABHD5-perilipin-5 interaction. AID 602281. inhibition, % at 4 µM. hit rate 0.78% among 360,000. Split G. princeps luciferase complementation, luminescence, 4 h. Q00G26+Q8WTS1;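 active = inhibition above the mean inhibition across every tested compound plus 3 SD, cut at about 22% in these data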;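 note: 0% = DMSO only wells and the 100% control is not disclosed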
# Target sequence (Q00G26 whole entry, looked up): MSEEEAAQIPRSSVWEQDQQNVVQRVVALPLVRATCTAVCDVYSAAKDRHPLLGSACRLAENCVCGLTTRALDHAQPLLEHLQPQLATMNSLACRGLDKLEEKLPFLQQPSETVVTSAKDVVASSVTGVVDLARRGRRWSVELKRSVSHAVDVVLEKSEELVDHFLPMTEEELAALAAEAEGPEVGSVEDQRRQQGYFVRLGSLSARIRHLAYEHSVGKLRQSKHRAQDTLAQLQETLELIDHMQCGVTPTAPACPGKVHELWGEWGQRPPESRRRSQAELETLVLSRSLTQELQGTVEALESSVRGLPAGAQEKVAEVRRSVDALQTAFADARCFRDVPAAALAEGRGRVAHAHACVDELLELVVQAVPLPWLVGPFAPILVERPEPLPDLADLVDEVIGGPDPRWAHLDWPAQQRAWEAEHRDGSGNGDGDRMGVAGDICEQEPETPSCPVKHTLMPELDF
# Target sequence (Q8WTS1 whole entry, looked up): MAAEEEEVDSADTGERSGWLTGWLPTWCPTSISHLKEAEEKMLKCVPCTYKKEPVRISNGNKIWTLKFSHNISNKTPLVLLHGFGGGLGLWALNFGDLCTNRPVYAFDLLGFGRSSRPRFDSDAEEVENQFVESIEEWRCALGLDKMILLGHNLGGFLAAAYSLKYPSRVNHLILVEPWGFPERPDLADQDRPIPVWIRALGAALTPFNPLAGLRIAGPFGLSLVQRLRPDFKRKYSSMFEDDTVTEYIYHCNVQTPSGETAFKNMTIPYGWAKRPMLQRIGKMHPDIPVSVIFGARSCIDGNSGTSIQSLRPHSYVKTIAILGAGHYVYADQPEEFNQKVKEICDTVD
# Numbers without * were called inactive; . = not tested or not shown; & = joins results of further samples. The list is partial, so the mix of outcomes need not match the whole.
molecule,TWEAK Fn14 block,NCOA1 inh,ABHD5 PLIN5 PPI,NR2F2 inh,LRH-1 inv ag,NCOA2 inhibitor,TLR9-MyD88 block,SRC3 inh,TROY NFkB inh,NOD2-RIPK2 inh,Exocytosis inh
c1ccc(C(c2ccccc2)c2cccnc2)cc1,30,6,-10,2,1,-27,-5,2,10,-2,-17
c1ccc2nc(N3CCNCC3)ccc2c1,2&-1,0&5,5&6,7&-4,-14&-2,-22&-35,-5&-8,-5&12,-3&2,-10&-8,0&4
COc1ccc(OC)c(NC2=NCCS2)c1,-3,-14,-2,11,-1,-28,-7,12,14,5,-3
COc1ccc(C(=O)C2CCCN(Cc3ccc(C)s3)C2)c(OC)c1 (stereo not drawn),-14,16,5,-2,3,-7,-11,15,12,1,-1
Cn1c[n+](C)cc1C(O)c1ccccc1 (stereo not drawn),-12&2,-10&-8,-5&9,-9&-11,-2&-8,10&-13,-3&-12,1&3,13&-4,-1&-5,3&2
CC[n+]1c(-c2ccccc2)c2cc(N)ccc2c2ccc(N)cc21,95*,37,-23,-6,46,-75,12,44,53*,3,-22
CN(C)CC#CCC(O)(c1ccccc1)C1CCCC1 (stereo not drawn),-4,-37,-1,6,-3,-12,5,-7,-10,-5,2
O=C(COC(=O)Cc1ccccc1)NCCNC(=O)COC(=O)Cc1ccccc1,5,-6,5,9,4,18,8,3,-24,-8,3
COc1cc(C(=O)N/N=C/C23CC[C@@H](O)CC2(O)CC[C@@H]2[C@@H]3CCC3(C)C(C4=CC(=O)OC4)CCC23O)ccc1O (stereo partly drawn),-11,-13,-2,3,-15,-4,0,-1,-13,-12,-6
COc1ccc(-n2c(O)c(C(C)=NCCCn3ccnc3)c(=O)[nH]c2=O)cc1,12,11,4,16,5,12,1,44,13,-3,1
O=C(c1ccc(CS(=O)(=O)c2ccccc2)o1)N1CCC2(CC1)OCCO2,4,-6,-2,-8,-3,-20,-2,-3,-21,-6,44
CCCc1nnc(NC(=O)CCC(=O)N2CCC3(CC2)OCCO3)s1,6,11,0,-4,-6,-26,1,4,-21,8,-4
O=C1NC(=S)NC(=O)C1c1ccccc1,3,16,5,-3,16,-1,7,-9,7,-7,-1
CN=C(SCc1ccccc1)c1c(O)n(C)c(=O)n(C)c1=O,-1,-12,-4,4,-5,21,-1,5,-7,-7,-1
O=P(Oc1ccc(Cl)cc1)(N1CC1)N1CC1,31,-4,5,5,-1,9,-2,-7,-7,9,29
CC1CCCC(NC(=O)COC(=O)c2cn(C)c3ccccc23)C1C (stereo not drawn),8,-2,-1,-4,-12,14,-10,14,-3,-6,-1
COc1cccc(Oc2coc3cc(OC(=O)N(C)C)ccc3c2=O)c1,15,-29,-16,11,0,-2,2,-2,8,-18,-12
COc1ccc(-c2nn(CCC#N)cc2C(=O)NCc2ccccc2)cc1OC,5,-14,-2,1,6,7,-5,-1,12,8,-4
O=P(Nc1cccc(F)c1)(Oc1ccccc1F)Oc1ccccc1F,19,11,-7,-5,-2,0,-3,4,28,10,10
O=c1[nH]c(=O)n(C2CCCCCC2)c(O)c1C=NCCCN1CCOCC1,-13,12,4,-21,5,2,-11,9,7,-14,0
CCN(CC)c1ccc(CNCCc2ccc(F)cc2)cc1,-2,14,6,-7,2,-9,6,15,-5,-4,2
COc1ccc2oc3c(c2c1)NC(=O)CN=C3c1ccccc1,5,-5,-1,-48,-25,-90,-3,-6,-21,2,-1
Cc1cnc(NC(=O)CN2CCCCC2)s1,1,11,3,12,0,-3,-5,7,-2,1,-7
C[C@]12CCC3C(CC[C@H]4C[C@H](O)CC[C@]34C)C1C[C@@H](CCCCl)[C@@H]2O (stereo partly drawn),-9,-4,-1,20,9,-4,.,-4,6,-12,1
Cc1c(C(=O)N2CCC3(CC2)OCCO3)oc2ccccc12,-3,-8,2,1,11,14,-1,7,-7,3,1
N#CCN1CCN(c2ccc(C(F)(F)F)cc2)CC1,5,9,-3,16,2,4,-2,12,3,0,-3
CC(=O)NCC1=C(c2ccc3ccccc3c2)C[C@@H]2CC[C@H]1N2Cc1ccco1,7,-12,-2,7,-1,22,-7,5,8,-7,3
COc1ccc(CN2C(=O)NC(=O)/C(=C\c3cc(OC)c(OC)c(OC)c3)C2=O)cc1,-4,-14,11,-16,4,-10,-2,20,1,-5,13
CCCCn1c(O)c(C(CC)=NCc2ccco2)c(=O)[nH]c1=O,18,-18,3,-11,-11,4,0,-11,-2,-1,-4
COC(=O)C1=C(c2ccc(-c3ccccc3)c(F)c2)C[C@@H]2CC[C@H]1N2C(=O)NCC1CC1,20,21,-4,22,4,20,2,20,34,7,10
CCCCn1c(O)c(C(C)=NCCCn2ccnc2)c(=O)[nH]c1=O,-13,-13,-1,14,10,12,7,-8,-7,4,5
COC(=O)C1=C(c2cccc(OCc3ccccc3)c2)C[C@@H]2CC[C@H]1N2C(=O)NCc1ccccc1,18,-2,7,6,-19,-27,0,-12,7,0,-6
CC(=NCC1CCCO1)c1c(O)n(C)c(=O)n(C)c1=O (stereo not drawn),5,-15,1,-4,8,11,3,7,18,5,2
CCC(c1nnnn1C(C)(C)C)N1CCC2(CC1)C(=O)NCN2c1ccccc1 (stereo not drawn),-21,19,-3,-16,-12,4,.,0,5,11,0
CCC(=NCc1ccco1)c1c(O)n(-c2ccc(C)cc2)c(=O)[nH]c1=O,-12,-28,-1,6,-20,-1,5,-52,-29,-3,0
CC1(C)CC2(CCO1)NCCN1C(=O)CSC12 (stereo not drawn),8,8,2,-3,9,-30,2,1,7,-8,-2
COc1cc(CCN)ccc1O,-13,6,-6,-42,4,-9,1,-18,-10,-10,-4
O=C(c1ccc(Cl)cc1)C1CCCN(Cc2cccc3cccnc23)C1 (stereo not drawn),-6,6,2,9,15,24,-6,30,4,-9,19
Cc1cc(/C=C2\C(=O)NC(=O)N(c3ccc(Br)cc3)C2=O)c(C)n1-c1cc(C(=O)O)cc(C(=O)O)c1,-9,1,-6,8,-2,-8,-16,-3,-5,-3,-3
CCCCn1c(=O)c(C(=O)Nc2ccc(C)cn2)c(O)c2ccccc21,-3,10,-2,.,15,.,-7,-6,-6,-10,4
COC(=O)C1=C(c2ccc(OC(F)(F)F)cc2)C[C@@H]2CC[C@H]1N2C(=O)NC1CC1,13,8,4,-8,6,-19,-6,0,1,3,-2
CC(C)Cc1nc(N2CCNCC2)c(C#N)c2c1CCC2,0,12,2,22,12,-33,.,17,-19,-6,31
COc1ccc(OC)c(CNCCc2ccc(OC)c(OC)c2)c1,-1,7,4,5,-3,5,-8,3,-2,-8,-1
CN1CCN2c3ccc(N)cc3CC3(C(=O)NC(=O)NC3=O)C2C1 (stereo not drawn),-11,11,-11,17,13,15,.,11,12,-1,-3
COC1=C(C)C(=O)O[C@]12C(=O)C(C)=C1CCCCN3[C@H]([C@@H]4C[C@H](C)C(=O)O4)CC[C@]132,8,-2,8,-4,-7,-9,5,-4,-11,-6,2
O=C1NC(=O)C(=CCc2ccccc2)C(=O)N1,11,-1,-29,-7,-2,-14,-2,-19,3,-12,-2
Cc1cccc(OCC(=O)N2CCN(Cc3ccc4c(c3)OCO4)CC2)c1,3,-93,-2,-3,-2,-22,-9,-1,-1,-1,-1
CCC(=NCCCn1ccnc1)c1c(O)n(-c2ccccc2)c(=O)[nH]c1=O,-3,0,-5,12,0,3,-2,-3,-7,4,9
CCOC(=O)C1(c2ccccc2)CCN(CCc2ccc(NC(=O)CCC(=O)O)cc2)CC1,-1,7,5,-3,25,-8,-4,10,-4,-1,0
CN(C)C(=O)Oc1ccc(OCc2n(C)c3ccccc3[n+]2C)cc1,10,7,14,0,-5,12,-5,14,1,9,-2

# 11 neighbouring compounds from above, for reference:
molecule,TWEAK Fn14 block,NCOA1 inh,ABHD5 PLIN5 PPI,NR2F2 inh,LRH-1 inv ag,NCOA2 inhibitor,TLR9-MyD88 block,SRC3 inh,TROY NFkB inh,NOD2-RIPK2 inh,Exocytosis inh
CCCCn1c(=O)c(C(=O)Nc2ccc(C)cn2)c(O)c2ccccc21,-3,10,-2,.,15,.,-7,-6,-6,-10,4
COC(=O)C1=C(c2ccc(OC(F)(F)F)cc2)C[C@@H]2CC[C@H]1N2C(=O)NC1CC1,13,8,4,-8,6,-19,-6,0,1,3,-2
CC(C)Cc1nc(N2CCNCC2)c(C#N)c2c1CCC2,0,12,2,22,12,-33,.,17,-19,-6,31
COc1ccc(OC)c(CNCCc2ccc(OC)c(OC)c2)c1,-1,7,4,5,-3,5,-8,3,-2,-8,-1
CN1CCN2c3ccc(N)cc3CC3(C(=O)NC(=O)NC3=O)C2C1 (stereo not drawn),-11,11,-11,17,13,15,.,11,12,-1,-3
COC1=C(C)C(=O)O[C@]12C(=O)C(C)=C1CCCCN3[C@H]([C@@H]4C[C@H](C)C(=O)O4)CC[C@]132,8,-2,8,-4,-7,-9,5,-4,-11,-6,2
O=C1NC(=O)C(=CCc2ccccc2)C(=O)N1,11,-1,-29,-7,-2,-14,-2,-19,3,-12,-2
Cc1cccc(OCC(=O)N2CCN(Cc3ccc4c(c3)OCO4)CC2)c1,3,-93,-2,-3,-2,-22,-9,-1,-1,-1,-1
CCC(=NCCCn1ccnc1)c1c(O)n(-c2ccccc2)c(=O)[nH]c1=O,-3,0,-5,12,0,3,-2,-3,-7,4,9
CCOC(=O)C1(c2ccccc2)CCN(CCc2ccc(NC(=O)CCC(=O)O)cc2)CC1,-1,7,5,-3,25,-8,-4,10,-4,-1,0
CN(C)C(=O)Oc1ccc(OCc2n(C)c3ccccc3[n+]2C)cc1,10,7,14,0,-5,12,-5,14,1,9,-2

# The list goes on:
molecule,TWEAK Fn14 block,NCOA1 inh,ABHD5 PLIN5 PPI,NR2F2 inh,LRH-1 inv ag,NCOA2 inhibitor,TLR9-MyD88 block,SRC3 inh,TROY NFkB inh,NOD2-RIPK2 inh,Exocytosis inh
CC(=O)/C=C/c1ccccc1,5,6,1,10,-6,-27,7,16,-5,-6,0
C=CC1CN2CCC1CC2c1[nH]c2ccccc2c1CCO (stereo not drawn),-4,7,-1,19,-4,-15,8,19,-10,10,-3
CC(=NCCCO)c1c(O)[nH]c(=O)[nH]c1=O,-1,-9,-3,13,4,-12,.,17,-8,0,-2
C[C@H](N)CN1CCc2ccc(Br)cc21,-9,-4,6,8,-14,10,-11,-10,10,-8,-5
O=c1[nH]c(=O)n(CCC2=CCCCC2)c(O)c1/C=N/N1CCOCC1,-6,0,-25,6,3,-35,2,1,18,-9,8
CCOC(=O)[C@]12Cc3cc(C)ccc3[C@H]1N(C(C)C)C(=O)c1ccccc12,-59,.,26*,0,9,21,.,.,18,14,16
